dFosB act = enhances mouse delta FosB homodimer DNA binding. P13346. purified delta FosB, TAMRA-CDK5 oligo fluorescence polarization; percent of positive-control signal above neutral wells. activation, % at 25 µM. actives 0.99% (n = 340,000);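 active = mean activation above about 17%, with every replicate also reaching it, limit read from the data, passing the limit was not always enough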;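 also: fluorescence polarization rise as delta FosB binds a TAMRA Cdk5 AP-1 oligo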
Target sequence (P13346 whole entry, looked up): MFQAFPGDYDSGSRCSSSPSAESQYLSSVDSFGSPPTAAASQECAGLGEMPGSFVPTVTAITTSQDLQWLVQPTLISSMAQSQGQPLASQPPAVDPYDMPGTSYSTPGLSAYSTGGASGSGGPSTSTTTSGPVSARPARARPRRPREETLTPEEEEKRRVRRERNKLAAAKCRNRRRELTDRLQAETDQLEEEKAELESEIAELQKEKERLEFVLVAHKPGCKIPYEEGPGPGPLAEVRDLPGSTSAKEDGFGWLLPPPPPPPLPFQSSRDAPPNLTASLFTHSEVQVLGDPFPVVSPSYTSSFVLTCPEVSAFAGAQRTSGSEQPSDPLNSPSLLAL
SR-BI HDL uptake = inhibitors of mouse SR-BI mediated HDL lipid uptake; Q61009; ldlA[mSR-BI] CHO cells, DiI-HDL uptake fluorescence, 3 h; inhibition, % at 12.5 µM; actives 0.96% (n = 320,000); AID 488896;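 active = mean replicate inhibition of at least 70% and a set share of replicates each scoring 70 or more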;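 also: 0% = median of neutral control wells and 100% = median of positive control wells; values of inactives mirror those of a sister screen read the other way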
NSD2 inh = inhibitors of human histone methyltransferase NSD2. O96028. inhibition, % at 12.5 µM. NSD2 peptide methylation, AlphaScreen, 120 min. actives 0.54% (n = 310,000); in the data active = inhibition above about 50%
PvdQ inh = blocks Pseudomonas aeruginosa PvdQ acylase activity | AID 488965 | inhibition, % at 10 µM | actives 0.063% (n = 340,000) | purified PvdQ acylase, fluorescence plate reader; in the data active = inhibition above about 30%, passing the limit was not always enough;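 also: 0% = vehicle neutral wells and 100% = reference inhibitor wells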
V-ATPase pH = yeast V-ATPase proton transport regulation by pHLuorin; S. cerevisiae, pHLuorin cytosolic pH fluorescence; response, % at 10 µM; actives 0.37% (n = 350,000); AID 504577; in the data active = response mostly above about 7.3%, no sharp cut-off; inactive = mostly below about 5.4%; also: actives read high; inactives centre near 0; some compounds called inactive have numbers as strong as hits; reference of the scale not given here
HTR5A ag = counter-screen for OPRM1-OPRD1 agonists: human HTR5A agonism. P47898. actives 0.61% (n = 340,000). activation, % at 9.3 µM. HTR5A agonist assay, luminescence, cell-based. AID 504692; in the data active = activation mostly above about 9.5%, no sharp cut-off; inactive = mostly below about 7.6%;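 also: 0% = cells with vehicle only and 100% = reference agonist; strong numbers were not always called active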
Target sequence (P47898 whole entry, looked up): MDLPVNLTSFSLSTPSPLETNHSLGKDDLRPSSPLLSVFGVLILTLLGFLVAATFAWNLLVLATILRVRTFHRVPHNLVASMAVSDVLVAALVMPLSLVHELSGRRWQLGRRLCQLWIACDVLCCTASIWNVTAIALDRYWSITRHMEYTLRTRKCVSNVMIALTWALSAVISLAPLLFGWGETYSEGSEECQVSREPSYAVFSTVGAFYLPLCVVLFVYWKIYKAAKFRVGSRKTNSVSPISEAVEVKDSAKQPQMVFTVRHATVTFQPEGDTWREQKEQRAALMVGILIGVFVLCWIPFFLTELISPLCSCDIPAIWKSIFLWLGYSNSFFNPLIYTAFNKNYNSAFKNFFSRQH
Wnt bcat act = Wnt/beta-catenin pathway activation. Wnt/beta-catenin reporter cell assay, activator, plate reader. activation, % at 9.35 µM. actives 1.2% (n = 300,000). AID 743398; in the data active = activation above about 30%, passing the limit was not always enough;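 also: 0% = neutral control wells and 100% = positive control wells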
HTR5A inv ctr = HTR5A inverse agonism, opioid heterodimer counter-screen; actives 0.083% (n = 340,000); AID 504634; P47898; inhibition, % at 9.3 µM; HTR5A cell line, luminescence; in the data active = inhibition mostly above about 23%, no sharp cut-off; inactive = mostly below about 18%;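 also: 0% = cells with DMSO and 100% = no-cell wells with DMSO; some compounds called inactive have numbers as strong as hits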
MITF TRPM1 HTS = increases MITF-driven TRPM1 promoter luciferase signal; SK-MEL-5 TRPM1-promoter luciferase, 24 h; % of positive control, neutral wells = 0; activation, % at 12.5 µM; actives 0.75% (n = 300,000); AID 588334;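 active = mean activation of at least 80% with every replicate also reaching 80%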;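 also: 0% = neutral control wells and 100% = parthenolide positive control wells; values of inactives mirror those of a sister screen read the other way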
CDK5 inh = blocks human CDK5/p35 kinase activity; Q00535+Q15078; Recombinant CDK5/p35, ADP-Glo luminescence, 60 min; inhibition, % at 10 µM; actives 0.01% (n = 330,000); AID 488839;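 active = highest replicate inhibition of at least 50% and at least 75% of replicates reaching 50%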;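 also: plate controls were DMSO neutral control for no effect and GW8510 at 10 µM for full effect; many of its hits are not listed in these tables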
An asterisk follows results filed as active; x = not tested or not shown. Outcome played no part in choosing rows. About 5% of those tested had a hit in this group.

SMILES | dFosB act | SR-BI HDL uptake | NSD2 inh | PvdQ inh | V-ATPase pH | HTR5A ag | Wnt bcat act | HTR5A inv ctr | MITF TRPM1 HTS | CDK5 inh
O=C(CSc1nnc(-c2cccs2)n1-c1ccccc1)Nc1ccccc1 | -11 | 24 | -5 | -11 | 5 | 12 | -2 | -33 | -13 | -0.1
CCC(=O)Nc1cc(C)c(OC)c(C)c1 | -1 | -15 | -3 | 2 | -4 | -1 | 0 | 17 | -4 | 1.4
O=C(CN(c1ccc(F)cc1)S(=O)(=O)c1ccccc1)N1CCOCC1 | -1 | -21 | -1 | -9 | -3 | 7 | -1 | -18 | 9 | 0.1
O=C(NCCc1ccco1)C(=O)NCCC1CCCCN1S(=O)(=O)c1ccccc1 (centres undefined) | -2 | 16 | 42 | 7 | 0 | 2 | -3 | -7 | -3 | -0.2
O=C(NCc1ccc(Cl)s1)C1CCC(=O)N(CCc2cccc(F)c2)C1 (centres undefined) | 0 | -21 | -3 | 19 | -1 | 1 | 0 | 10 | 10 | 0.1
CC[C@H]1OC(=O)[C@H](C)[C@@H](O[C@H]2C[C@@](C)(OC)[C@@H](O)[C@H](C)O2)[C@H](C)[C@@H](O[C@@H]2O[C@H](C)C[C@H](N(C)C)[C@H]2O)[C@](C)(O)C[C@@H](C)CN(C)[C@H](C)[C@@H](O)[C@]1(C)O | -7 | -4 | x | 4 | 1 | 2 | 3 | -7 | 7 | 0.2
Cc1cccc(NC(=O)CNC(=O)CSc2nc(N)cc(N)n2)c1C | -3 | -26 | 6 | -1 | 2 | 2 | -3 | 0 | -1 | -0.8
O=C(NCCO)C1CCN(C(=O)c2ccc(-c3ccccc3)cc2)CC1 | -2 | -10 | 1 | 9 | 2 | -1 | -1 | -18 | 7 | 0.8
CC(C)(C)NC(=O)C1CC(=O)OC12CCCCC2 (centres undefined) | 6 | -9 | -2 | -10 | 1 | -1 | x | 3 | -1 | -0.8
CC1CCCCC1NCC(=O)Nc1ccccc1C(=O)Nc1ccccc1 (centres undefined) | -2 | 8 | -2 | -5 | 2 | 4 | 2 | -14 | 1 | -1.9
COc1ccc(S(=O)(=O)N2CCC(C(=O)N3CCCC3)CC2)cc1 | 9 | -15 | 0 | -17 | 3 | 0 | x | -3 | -10 | -0.1
CN(Cc1cccs1)C(=O)c1ccc(S(=O)(=O)NCc2ccco2)cc1 | 0 | x | 1 | 2 | 0 | 7 | 1 | -1 | -1 | 0.7
Cc1ccc(/C(O)=C/C(=O)C(=O)NC23CC4CC(CC(C4)C2)C3)cc1 | -8 | 11 | 11 | -12 | -3 | 3 | 0 | -11 | x | 1.7
CCn1c(SCc2ccccc2)nc2cc(S(N)(=O)=O)ccc21 | -5 | -8 | -5 | -15 | 0 | 1 | -3 | -18 | 4 | -0.1
CCOCC(=O)Nc1c(C(=O)Nc2ccc(OC)cc2OC)oc2ccccc12 | 0 | 38 | 3 | -4 | -2 | -1 | x | -23 | 26 | -0.9
O=C(CCc1ccccc1)OCC(=O)c1cccc([N+](=O)[O-])c1 | -10 | 2 | 1 | 2 | 0 | 0 | 0 | 50 | -15 | -0.4
Nc1ccc(SCCN2C(=O)c3ccccc3C2=O)cc1 | -8 | 15 | 2 | -10 | 0 | -4 | 6 | -5 | x | 0.7
CCOC(=O)CC1C(=O)NCCN1C(=O)c1c(Cl)cccc1Cl (centres undefined) | -2 | 1 | 16 | -19 | 0 | -5 | 1 | 20 | 2 | -0.3
CC(C)c1ccc(NC(=O)Cn2ncc3ccccc32)cc1 | -2 | 0 | -2 | -1 | -7 | -1 | 23 | 3 | 93* | -0.9
CCOC(=O)C[C@H]1c2cc(C(F)(F)F)ccc2S(=O)(=O)N1Cc1ccccc1 | 3 | -3 | x | -6 | 1 | -1 | -3 | -14 | 2 | -0.5
COc1ccc(C(=O)NC(=S)N2CC(C)OC(C)C2)cc1 (centres undefined) | -1 | -28 | -3 | 3 | -3 | -5 | -1 | 14 | -6 | -1.7
Cc1cc[n+](CC(=O)c2ccc3c(c2)OCCO3)cc1 | 2 | -9 | -2 | 4 | 1 | 1 | 2 | -4 | 9 | -0.6
CSCC[C@H](NC(=O)c1cc([N+](=O)[O-])ccc1Cl)c1nc2ccccc2[nH]1 | -5 | 9 | -3 | -5 | -2 | -4 | -2 | 10 | -2 | -0.3
CCCSc1cc(=O)n(-c2ccccc2)nc1C(=O)O | 6 | -18 | -2 | 0 | 2 | 3 | 1 | -7 | -2 | -0.2
COc1cccc(NC(=O)c2ccccc2-c2nc(-c3ccc(Cl)cc3)no2)c1 | -4 | x | 3 | 4 | 2 | 8 | 3 | -21 | 7 | -1.2

The list continues:
SMILES | dFosB act | SR-BI HDL uptake | NSD2 inh | PvdQ inh | V-ATPase pH | HTR5A ag | Wnt bcat act | HTR5A inv ctr | MITF TRPM1 HTS | CDK5 inh
COc1ccc(-n2nc(C(=O)NCC(=O)NCCC3=CCCCC3)c3ccccc3c2=O)c(OC)c1 | -4 | x | -7 | -15 | 3 | 4 | -7 | -12 | -4 | -1.4
Cc1c(NC(=O)CN2C(=O)NC(C)(c3ccccc3Cl)C2=O)c(=O)n(-c2ccccc2)n1C (centres undefined) | -3 | 7 | -4 | -13 | -5 | 1 | x | 3 | -7 | 0.3
COc1cccc(OC)c1OCC(=O)Nc1ccc(S(=O)(=O)N2CCCC2)cc1 | -10 | 34 | -1 | -11 | 4 | 2 | 0 | -15 | -14 | -0.2
COc1ccc(N2CC(C(=O)NC3CCSC3=O)CC2=O)cc1 (centres undefined) | 3 | x | -5 | -7 | -4 | -3 | 0 | 8 | -14 | 1.0
CCN(CC)C(=O)COc1ccc(/C=C(\C#N)S(=O)(=O)c2ccccc2)cc1OC | -6 | -10 | 0 | -7 | -6 | 3 | -1 | -11 | 9 | -3.0
Cc1cccc(-n2ncc3c(NCCCN4CCCC4=O)ncnc32)c1 | -13 | 13 | -1 | -15 | -4 | -4 | 29 | -9 | 27 | -1.4
CCC(=O)c1ccc(OCC(O)CN2CCN(c3ccccn3)CC2)cc1 (centres undefined) | -8 | 0 | 1 | 10 | 1 | -2 | 0 | 9 | 14 | -0.4
COC(C(=O)NC1CCCCCCC1)c1ccccc1 (centres undefined) | -4 | 7 | -3 | -5 | 3 | 1 | x | 13 | 0 | 0.1
CCOC(=O)c1oc2cccc(O)c2c1CN(Cc1ccccc1)C(C)=O | 4 | 65 | 0 | -16 | -1 | -3 | x | 7 | -9 | -1.5
CCN(CCNS(=O)(=O)c1ccc2c(c1)oc(=O)n2C)c1ccccc1 | -1 | -27 | x | 8 | 3 | -9 | 1 | 7 | 3 | 0.7
COc1ccc(N2CC(C(=O)N3CCOCC3)CC2=O)cc1 (centres undefined) | 10 | x | 5 | -18 | 1 | 1 | 0 | -2 | 1 | 0.0
Cc1ccc2nsnc2c1NC(=O)COc1ccccc1 | -1 | 23 | -1 | -6 | 1 | 0 | 0 | 0 | 1 | -1.2
Cc1cc(C)cc(C(=O)Oc2coc(CSc3nnc(NC(=O)C4CC4)s3)cc2=O)c1 | -17 | 2 | 8 | -12 | 5 | 0 | x | 7 | -9 | -1.1
CCOc1ccccc1Nc1ccc(C(=O)O)cc1NC(C)=O | 9 | -36 | 2 | -17 | -1 | 0 | -2 | 0 | x | -0.6
CC1(C)Oc2ccc(C(=O)NC3CCCC3)cc2N(CC(=O)N2CCOCC2)C1=O | 1 | -8 | 1 | -10 | 2 | 3 | x | 23 | x | 1.1
CCc1nnc(NS(=O)(=O)c2ccc(NC(=O)c3ccccc3OC)cc2)s1 | -5 | -10 | -1 | 4 | -1 | 0 | -1 | 0 | -3 | -2.0
COc1ccc(N2CCN(C(=O)c3ccc(N(C)S(=O)(=O)c4ccc(C)cc4)cc3)CC2)cc1 | 1 | 55 | 0 | -1 | -1 | 5 | 1 | -13 | -17 | -2.4
Brc1ccc(-c2cn3cccnc3n2)cc1 | -10 | 4 | 8 | -8 | 2 | -1 | x | -16 | x | -0.8
COc1ccccc1OCCCCN1CCN(c2ccccc2OC)CC1 | -9 | 21 | 5 | -7 | -4 | -3 | x | 2 | -8 | 1.0
CCN(CCCNC(=O)c1ccc2c(c1)NC(=O)CN2C)c1cccc(C)c1 | -17 | 24 | 13 | -13 | -4 | 0 | -3 | 4 | -24 | -0.2
COc1ccc(N=Cc2c[nH][nH]c2=O)cc1 | -3 | -25 | 0 | -7 | -2 | -2 | 2 | 2 | -10 | -1.2
COCCNC(=S)N1C2CCC1CC(NC(=O)NC13CC4CC(CC(C4)C1)C3)C2 (centres undefined) | 2 | -13 | x | -14 | -3 | -1 | x | 2 | -2 | 0.9
COc1cc(NS(=O)(=O)c2ccc(NC(=S)NC(=O)c3ccc(F)c(F)c3)cc2)nc(OC)n1 | 0 | -4 | 3 | 2 | 3 | 3 | 0 | 38 | -4 | 0.0
CN1CCN(c2nc(-c3ccccn3)nc3ccccc23)CC1 | -15 | 8 | 6 | -9 | 5 | -2 | x | -7 | -17 | -2.7
COC(=O)[C@@]1(Cc2ccc(F)cc2)[C@H]2c3cc(C(=O)N(C)C)n(C[C@H](O)CO)c3C[C@H]2CN1C(=O)c1ccccc1 | 1 | 4 | x | -2 | 9 | 8 | -1 | -23 | 2 | -1.2

(next part)
SMILES | dFosB act | SR-BI HDL uptake | NSD2 inh | PvdQ inh | V-ATPase pH | HTR5A ag | Wnt bcat act | HTR5A inv ctr | MITF TRPM1 HTS | CDK5 inh
Cc1ccccc1S(=O)(=O)/N=C(/c1ccccc1)N(C)C | 0 | -15 | -10 | -4 | 1 | 0 | -2 | -1 | 1 | 2.1
O=C(c1cccs1)N1N=C(c2ccccc2)CC1c1ccccc1 (centres undefined) | -7 | -14 | -2 | -1 | 3 | 1 | -2 | 5 | -3 | -3.1
CCCCOc1ccccc1NC(=O)Cn1c(-c2nonc2N)nc2ccccc21 | 74* | 17 | -3 | -14 | -3 | x | x | x | -51 | 0.8
Cc1ccc(S(=O)(=O)N(C)C)cc1NC(=O)COC(=O)COc1ccc2c(C)cc(=O)oc2c1 | -7 | -6 | -3 | -11 | -2 | 1 | -5 | -3 | 6 | 0.0
O=P(OCC1CC1)(c1ccccc1)c1ccccc1 | -4 | -23 | -1 | -6 | -6 | 2 | -1 | 18 | -2 | -1.3
COc1ccccc1N1CCN(C(=O)c2ccncc2)CC1 | 1 | -34 | x | 9 | -3 | 4 | -2 | -8 | -4 | 3.2
CC1CCCCC1NC(=O)c1cccc(N2C(=O)C3C4C=CC(C4)C3C2=O)c1 (centres undefined) | -7 | -11 | -4 | -11 | 1 | 2 | -1 | 4 | 8 | -1.7
CCOc1cc(N2CCOCC2)c(OCC)cc1NC(=O)COC(=O)CCn1c(C)csc1=O | -1 | 2 | 14 | -2 | -5 | 1 | -3 | -2 | 9 | -0.1
CCOC(=O)C1=C(CCc2ccccc2)NC(=O)NC1c1ccc(Br)cc1 (centres undefined) | -3 | 61 | x | -10 | -1 | 2 | -3 | 1 | 5 | -1.9
C[n+]1cccc(C(=O)NCC2CCCO2)c1 (centres undefined) | 1 | -8 | -1 | -23 | 3 | 0 | -3 | -10 | -2 | -2.3

Two compounds from above with just dFosB act and SR-BI HDL uptake.
molecule | dFosB act | SR-BI HDL uptake
CCCCOc1ccccc1NC(=O)Cn1c(-c2nonc2N)nc2ccccc21 | 74* | 17
Cc1ccc(S(=O)(=O)N(C)C)cc1NC(=O)COC(=O)COc1ccc2c(C)cc(=O)oc2c1 | -7 | -6

From PubChem BioAssay
